# Cdc25B inh = inhibitors of human Cdc25B phosphatase; P30305; recombinant Cdc25B, OMFP fluorescence Ex485/Em525; inhibition, %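 (compounds tested at 10 µM final in the well)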; 65,000 compounds, 0.1% hits; in the data active means inhibition above about 50%
# Jurkat tox 60K = cytotoxicity toward Jurkat cells; Jurkat E6.1 viability, ATP luminescence, 48 h; inhibition, % at 4 µM; 56,000 compounds, 1.2% hits; AID 463;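 active means inhibition above the mean inhibition of all tested compounds plus 3 SD, cut at about 28% in these data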
# MMP-13 inhibitor = blocks human MMP13 activity. P45452. MMP-13 fTHP FRET cleavage, Mca fluorescence. inhibition, % at 4 µM. 65,000 compounds, 0.07% hits. AID 570;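 active means inhibition above the mean of compound-free control plate wells plus 3 SD, cut at about 14% in these data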;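 further: 0% = DMSO wells and 100% = wells with reference MMP-13 inhibitor after basal subtraction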
# ROCK2 blocker = blocks human Rho kinase 2 activity; O75116; purified ROCK2, Kinase-Glo ATP depletion luminescence; inhibition, % at 6 µM; 60,000 compounds, 0.35% hits; AID 604;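 active means inhibition above the screen-wide mean inhibition plus 3 SD, cut at about 18% in these data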;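 further: plate controls were DMSO wells for no effect and Y-27632 control wells after no-enzyme background subtraction for full effect; many of its hits are not listed in these tables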
# DUSP1 inh = human dual specificity phosphatase 1 inhibition; 65,000 compounds, 0.15% hits; P28562; recombinant MKP-1, OMFP hydrolysis fluorescence; inhibition, %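 (compounds tested at a single concentration somewhere between 10 and 100 µM)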; AID 374;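 active means inhibition above about 50%, limit read from the data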;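 further: 0% = DMSO max control wells and 100% = wells with enzyme stopped by NaOH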
# Target sequence (P28562 whole entry, looked up): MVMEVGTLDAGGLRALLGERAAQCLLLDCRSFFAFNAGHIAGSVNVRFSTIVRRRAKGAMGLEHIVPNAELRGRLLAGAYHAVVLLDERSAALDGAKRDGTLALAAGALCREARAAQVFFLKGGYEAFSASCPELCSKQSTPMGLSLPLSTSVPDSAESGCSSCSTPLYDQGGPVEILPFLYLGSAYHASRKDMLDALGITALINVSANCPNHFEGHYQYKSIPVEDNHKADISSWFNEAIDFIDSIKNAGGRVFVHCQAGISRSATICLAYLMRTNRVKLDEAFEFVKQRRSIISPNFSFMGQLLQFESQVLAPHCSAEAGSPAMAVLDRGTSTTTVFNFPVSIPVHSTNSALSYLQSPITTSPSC
# HEK293 NFkB inh = inhibitors of the PMA/ionomycin-induced NF-kB reporter in HEK293 cells | HEK-293 NF-kB luciferase reporter, luminescence | inhibition, % at 3 µM | 62,000 compounds, 0.21% hits;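 active means inhibition above the mean of all tested compounds plus 3 SD, cut at about 40% in these data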;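 further: 0% = stimulated DMSO wells and 100% = 10 µM reference inhibitor 5653914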
#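 System: NF-kB luciferase reporter HEK-293 cells | Replication: Single test | Control set: DMSO vs reference inhibitor | Evaluation: % inhibition | Schedule: 1 h pretreatment, 16 h stimulation, 37 °C | Probe or stimulus: PMA with ionomycin | Compound dosing: One dose, 3 µM | Detection: Luciferase luminescence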
# PKA inh = inhibitors of human protein kinase A. P17612. PKA Kemptide phosphorylation, Kinase-Glo ATP luminescence. inhibition, % at 6 µM. 65,000 compounds, 0.1% hits. AID 524;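 active means inhibition above the screen-wide mean inhibition plus 3 SD, cut at about 21% in these data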; further: many of its hits are not listed in these tables
# JNK3 blocker = inhibitors of human JNK3 kinase; P53779; purified JNK3 kinase activity, HTS; inhibition, % at 8 µM; 60,000 compounds, 0.61% hits; AID 746; in the data active means inhibition above about 17%;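 further: 0% = DMSO and 100% = reference inhibitor; many of its hits are not listed in these tables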
# Target sequence (P53779 whole entry, looked up): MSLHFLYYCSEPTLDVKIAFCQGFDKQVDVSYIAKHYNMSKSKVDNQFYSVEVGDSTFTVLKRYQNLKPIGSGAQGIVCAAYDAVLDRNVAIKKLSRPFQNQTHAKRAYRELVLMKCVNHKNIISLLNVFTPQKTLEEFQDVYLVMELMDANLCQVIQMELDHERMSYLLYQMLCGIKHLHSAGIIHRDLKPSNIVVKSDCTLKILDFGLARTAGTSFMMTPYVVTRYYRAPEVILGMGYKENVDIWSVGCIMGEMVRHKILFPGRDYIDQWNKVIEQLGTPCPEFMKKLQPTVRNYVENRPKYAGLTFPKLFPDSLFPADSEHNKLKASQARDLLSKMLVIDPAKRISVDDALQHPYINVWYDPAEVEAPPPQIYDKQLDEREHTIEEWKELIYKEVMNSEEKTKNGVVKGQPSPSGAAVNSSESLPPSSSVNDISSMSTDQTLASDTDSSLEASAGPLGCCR
# TNAP act mid DEA = human TNAP activation, intermediate phosphate acceptor | P05186 | purified TNAP, CDP-star luminescence, 100 mM DEA, 30 min; hits give high values; scale: 0 levamisole-inhibited, 1 vehicle-only enzyme | activation factor at 20 µM | 64,000 tested, under 10 active | AID 813;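 active means activation factor of at least 2 at 20 µM, relative to controls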
# The depositor's hits bear a star; i = inactive; · = no result given; [ ] = another dose, or the depositor's remark.
SMILES,Cdc25B inh,Jurkat tox 60K,MMP-13 inhibitor,ROCK2 blocker,DUSP1 inh,HEK293 NFkB inh,PKA inh,JNK3 blocker,TNAP act mid DEA
COc1ccc(-c2csc3nc(C)n(-n4cccc4)c(=O)c23)cc1,2,-1,3,5,24,4,6,2,0.9
O=S1(=O)CC(N2CCCCC2)C(N2CCCCC2)C1 (configuration not stated),0,0,-1,1,-7,26,-2,2,0.9
COC(=O)CC(=O)CSc1nc2c(cc1C#N)CCC2,-3,-7,-41,5,2,9,5,-5,0.9
CC(=O)N(C(C)=O)c1c(C#N)c(C)n(-c2ccccc2)c1C(=O)c1ccccc1,7,8,5,4,10,9,1,-15,0.9
O=C(NC1CCCC1)C1CCCN1C(=O)Nc1ccc(Cl)cc1 (configuration not stated),5,-2,6,3,27,22,7,2,1.1
Cc1oc(C(=O)O)cc1COc1ccccc1Cl,-1,-1,3,-1,7,16,3,2,1
CCOC(=O)CCC(NC(=O)c1ccc(NCN2C(=O)c3ccccc3C2=O)cc1)C(=O)OCC (configuration not stated),-9,9,1,-3,11,-3,-7,28*,0.8
COc1ccc(N2C(=O)CN=C2Nc2nc(C)cc(C)n2)cc1,4,·,-11,8,-19,·,5,0,1
C=CCN1C(=O)NC2(CCCCC2)C1=O,-6,4,1,3,13,16,3,-2,0.9
CCCCCOC(=O)C1[C@H]2C(=O)N(Cc3cccs3)C[C@]23C=C[C@H]1O3 (some centres not stated),5,-5,1,17,-15,22,14,1,0.9
NS(=O)(=O)c1ccc(NC(=O)CSC2CCCCC2)cc1,-1,2,-5,2,-11,7,2,0,1
O=C(NCCc1ccc(Cl)cc1)c1ncn[nH]1,2,-12,1,6,4,7,5,-3,0.9
CS(=O)(=O)N1CCC(C(=O)Nc2ccc(OCc3ccccc3)cc2)CC1,-5,5,4,-7,20,9,-1,-1,0.9
Cn1c(=O)c2c(nc(Br)n2CCCc2ccccc2)n(C)c1=O,-3,0,-1,5,29,11,-1,6,0.9
O=C(COCc1nc2ccccc2c(=O)[nH]1)NC1CCCC1,-10,3,1,4,-15,11,14,-2,1
Cc1c(C(=O)NCCCN2CCOCC2)sc2nc(-c3ccccc3)cn12,-15,-7,-3,4,-1,6,11,-1,1
Cc1nnc(SCC(=O)c2cc(C)n(-c3ccc4c(c3)OCO4)c2C)s1,-15,18,3,3,26,4,1,0,1
CCN1CCN(C(c2cccs2)C(C)NC(=O)c2ccccc2OC)CC1 (configuration not stated),-8,12,8,-4,2,5,-5,2,0.9
Cc1c(Br)c(C(F)(F)F)nn1CC(=O)NCC1CCCO1 (configuration not stated),-1,5,0,4,4,2,6,7,1
Cc1csc(NC(=O)CSc2nc(C(C)C)nc3c2c(=O)n(C)c(=O)n3C)n1,-2,7,0,0,19,6,7,4,1
CC1CCN(S(=O)(=O)c2ccc(F)c(C(=O)O)c2)CC1,-3,-3,0,7,5,8,9,1,0.9
CCOCCCNC(=O)C1CCC(CNS(=O)(=O)c2cccc3nsnc23)CC1 (configuration not stated),-1,1,-6,2,2,11,8,-5,0.9
CC/C(O)=C(/C#N)c1nnc2n1CCCCC2,-5,-1,-3,3,-1,-11,4,3,0.8
COc1ccc(NC(=O)c2cc3c(=O)n(C)c4ccccc4c3n2C)cc1OC,-6,1,6,3,-16,37,2,-4,1
COc1ccccc1N1CCN(C(=O)c2cc(-c3ccc(Cl)cc3)on2)CC1,-21,3,1,8,-7,-1,8,0,1
COc1ccc(OC)c(NC=C2C(=O)OC3(CCCCC3)OC2=O)c1,-2,4,3,-6,15,5,-8,-9,0.9
CCC(O)c1cc2c(cc1NC(=O)c1cccs1)OCCO2 (configuration not stated),-12,6,1,-5,15,-7,-4,-1,0.9
CN1CCN(C(=O)c2ccccc2N(Cc2ccccc2)S(C)(=O)=O)CC1,-8,·,-2,·,9,-2,4,·,0.9
C=CCOc1c(Br)cc(CNn2nnnc2N)cc1OCC,-7,1,5,6,1,2,11,-3,1
CCN(CC)CCNC(=O)c1ccc2c(=O)n(CCc3ccccc3)c(=O)[nH]c2c1,-4,·,-25,·,9,6,-3,·,1
COc1ccccc1C1/C(=C(/O)c2ccccc2)C(=O)C(=O)N1CCO (configuration not stated),-17,3,13,1,14,-1,1,-14,1
Clc1ccc2nc(N3CCN(c4ccccc4)CC3)sc2c1,1,-3,-6,6,5,-56,12,0,0.9
O=C(Nc1ccc(Br)cc1Cl)c1cnccn1,-4,3,2,-2,6,10,1,-1,1
COc1cc(C2C3=C(CC(C)(C)CC3=O)N(C)C(=O)N2C)cc(OC)c1OC (configuration not stated),-13,·,1,·,9,5,9,·,1
COCCn1c(SCC(=O)Nc2ccc3c(c2)OCCO3)nc2c(c1=O)SC(C)C2 (configuration not stated),-9,2,-5,-4,-1,4,8,1,0.8
Cn1c(SCC(=O)Nc2nccs2)nnc1C12CC3CC(CC(C3)C1)C2,-7,11,8,-10,5,5,-9,-2,1
O=C(NCC(=O)N(CCN1CCOCC1)C(C(=O)NC1CCCC1)c1cccnc1)c1cccs1 (configuration not stated),4,2,2,0,18,13,-1,-1,1.1
Cc1c(C(=O)N2CCN(c3ccccn3)CC2)sc2ncnc(N3CCN(c4ccccc4)CC3)c12,-15,0,1,4,16,18,8,-1,0.9
O=C(Cc1ccc(Cl)cc1)NCC(=O)N1CCCC1,-3,4,2,3,-5,9,8,-6,1
COc1cc(C(=O)Nc2cc(C)c(OCC(=O)N3CCOCC3)c(C)c2)cc(OC)c1OC,-3,-9,-7,6,4,18,9,-4,1
COc1ccc(C2CCCN2C(=O)Nc2cccc(C(C)=O)c2)cc1OC (configuration not stated),13,3,-7,6,-4,2,8,2,0.9
Cc1cccc(-c2nnc3n2N=C(c2ccccc2)CS3)c1,-16,·,-4,-2,-14,·,3,4,0.8
Cc1cc2c(c(=O)n1CCc1ccccc1)C(C(C)C)C(C#N)=C(N)O2 (configuration not stated),1,5,-2,-2,-5,24,-13,-3,1
CCOCC(=O)Nc1cc(-c2cn3cccnc3n2)ccc1C,-5,·,i[fluorescence artefact?],·,28,9,4,·,1
O=C(NCc1ccccn1)c1coc(=O)c(Br)c1,-27,·,-77[fluorescence artefact?],-6,-10,·,2,0,1
Cc1cccc(NC(=O)CN(C)S(=O)(=O)c2cccc3cccnc23)c1,-10,6,2,5,6,19,-2,-3,0.9
O=c1cc(CSc2nnc(COc3ccc(Cl)cc3)o2)c2ccccc2[nH]1,-8,1,0,-3,-9,6,-5,-4,0.9
Cc1ccc(-n2c(O)cnc2Nc2nc(C)cc(C)n2)cc1,-11,-2,5,0,-24,10,2,-12,0.9
Nn1cnnc1SC1CCCCC1NS(=O)(=O)c1ccccc1 (configuration not stated),-25,3,7,-6,-1,3,-8,3,0.9
CCCN1C2=NCCN2c2cc(C)c(C)cc21,2,6,-2,0,-3,14,-2,-1,1
# Further compounds
SMILES,Cdc25B inh,Jurkat tox 60K,MMP-13 inhibitor,ROCK2 blocker,DUSP1 inh,HEK293 NFkB inh,PKA inh,JNK3 blocker,TNAP act mid DEA
O=C(Nc1cc(=O)c2ccccc2o1)N1CCOCC1,-15,0,-1,3,0,1,7,8,0.9
CCOC(=O)C1CCCN(S(=O)(=O)c2ccc(OC)c3ccccc23)C1 (configuration not stated),-2,3,5,0,1,-1,0,0,0.9
Cc1nc(NCc2ccco2)c2c3c(sc2n1)CCC3,-1,36*,-4,8,4,-16,8,6,0.9
Cc1cc(C)nc(SCCn2c(N3CCC(C)CC3)nc3c2c(=O)n(C)c(=O)n3C)n1,1,·,0,·,4,5,-10,·,0.9
CCCc1cc(=O)n2[nH]c(-c3ccc(Br)cc3)cc2n1,3,-6,-19,4,9,-36,12,4,1
COc1ccc(CN2CCN(S(=O)(=O)c3ccccc3)CC2)c(OC)c1,-17,-4,-3,7,-11,12,4,2,0.9
O=C(CN1CCN(S(=O)(=O)c2ccccc2)CC1)Nc1cccc(C(F)(F)F)c1,-18,-2,1,0,33,-5,4,-5,0.8
Cc1noc(/C=C/N(C)C)c1S(=O)(=O)N1CCN(c2ccccc2)CC1,-7,0,4,4,2,11,7,2,0.9
Cc1cccc(Cn2c(C(C)O)nc3ccccc32)c1 (configuration not stated),-5,-7,-3,11,-4,8,8,4,·
CCC(=O)N1CCc2cc(S(=O)(=O)NCCC(=O)N3CCN(Cc4ccccc4)CC3)ccc21,-8,·,4,·,24,22,-2,·,0.9
CCOc1ccc(-c2nnc3ccc(SCC(=O)NCc4ccco4)nn23)cc1,2,1,-2,3,0,10,4,5,0.9
Fc1ccc(C(c2nnnn2C2CCCC2)N2CCN(Cc3ccncc3)CC2)cc1 (configuration not stated),-12,2,4,2,1,9,5,-4,0.9
CC(C)CC1C(C#N)=C(N)SC(N)=C1C#N,-1,2,1,2,4,7,1,3,0.9
CCSc1nnc(-c2ccc(Cl)cc2Cl)o1,-11,-2,1,6,-2,-14,10,-8,0.9
CCOC(=O)N1CCN(C(=O)c2cc3c(ccc4ccccc43)oc2=O)CC1,1,-4,-109[fluorescence artefact?],5,-11,12,10,0,0.9
CCOCCCNC(=O)c1ccc(OC)cc1,-4,-6,0,7,-2,3,11,-2,0.9
O=C(O)c1ccc(CSc2nnc(-c3ccncc3)n2CC2CCCO2)cc1 (configuration not stated),-10,-8,-12,3,-1,-2,4,-1,1
Cc1ccc(Oc2nc3ccccc3n3c(C)nnc23)cc1,-3,5,2,-4,21,25,6,-9,1
COc1cc(C(=O)NCc2nnc(SCC(=O)N3CCC(C)CC3)o2)cc(OC)c1OC,0,·,2,·,13,7,1,·,0.9
CCC(C)(C)NC(=O)C(c1ccc(F)cc1)N(Cc1ccco1)C(=O)c1cnccn1 (configuration not stated),-14,0,4,6,24,11,5,3,0.9

# Compound profiles (already shown). Screens in order: Cdc25B inh | Jurkat tox 60K | MMP-13 inhibitor | ROCK2 blocker | DUSP1 inh | HEK293 NFkB inh | PKA inh | JNK3 blocker | TNAP act mid DEA
# Results for CCOC(=O)N1CCN(C(=O)c2cc3c(ccc4ccccc43)oc2=O)CC1 : 1 | -4 | -109[fluorescence artefact?] | 5 | -11 | 12 | 10 | 0 | 0.9
# Results for COc1cc(C(=O)NCc2nnc(SCC(=O)N3CCC(C)CC3)o2)cc(OC)c1OC : 0 | · | 2 | · | 13 | 7 | 1 | · | 0.9
# Results for CCOC(=O)C1CCCN(S(=O)(=O)c2ccc(OC)c3ccccc23)C1 (configuration not stated) : -2 | 3 | 5 | 0 | 1 | -1 | 0 | 0 | 0.9

# Later entries:
SMILES,Cdc25B inh,Jurkat tox 60K,MMP-13 inhibitor,ROCK2 blocker,DUSP1 inh,HEK293 NFkB inh,PKA inh,JNK3 blocker,TNAP act mid DEA
O=C(COC(=O)C1CCCN1C(=O)c1cccs1)Nc1ccc2c(c1)OCO2 (configuration not stated),-9,·,1,·,3,10,2,·,0.9
O=C(CSC1=NCCS1)Nc1ccccc1F,16,-6,-2,4,8,2,4,3,1
CCOC(=O)N1CCN(C/C(C)=C/c2ccccc2)CC1,-11,1,2,-2,19,17,-5,-4,1
O=C(O)CCC(=O)N1CCc2cc(S(=O)(=O)N3CCC(Cc4ccccc4)CC3)ccc21,1,-5,-10,-6,42,2,-3,1,1
Nc1nnnn1/N=C/c1ccco1,-10,·,1,7,-27,·,1,6,1
Cc1ccc(NC(=O)CSc2nnc(CCCCCNC(=O)OC(C)(C)C)o2)c(C)c1,3,-8,-1,1,-7,2,5,-7,0.9
CCc1c(C)c2cc(Cl)c(O)c(CN(CC)CC)c2oc1=O,-17,-9,i[fluorescence artefact?],7,3,6,11,-2,0.9

# Screening results as filed in PubChem BioAssay.
